HIV fusion peptide = inhibitors of HIV fusion peptide binding, primary screen, biochemical, uHTS, fluorescence dequenching (AID 1986); cell-free peptide binding, fluorescence dequenching, 30 min; higher % means a stronger effect; inhibition, % at 20 µM, or IC50 in µM where a hit was titrated; hit rate 0.3% among 290,000; in the data active = inhibition mostly above about 52%, no sharp cut-off; inactive = mostly below about 76%; also: some results filed as inactive read as strong as hits
KOR beta-arrestin-1 = KOR agonists, beta-arrestin recruitment, primary screen, cell-based, luminescence, uHTS (AID 1777); hit rate 0.02% among 280,000; one-dose activation, % at 10 µM; EC50 in µM for titrated hits; KOR beta-arrestin recruitment, luminescence; higher % means a stronger effect; in the data active = activation above about 50%, passing the limit was not always enough; also: a part of the inactive calls stands beside numbers as strong as those of hits
Yfh1-off respiration = mitochondrial function rescue without frataxin homolog – Friedreich's ataxia, plus single-dose screen, dose response (AID 1465). S. cerevisiae Yfh1-off respiration, WST-1 reduction, 72 h; higher fold induction means a stronger effect. one-dose fold induction at 50 µM; EC50 in µM for titrated hits. hit rate 0.074% among 220,000;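 active = fold induction of absorbance versus untreated yeast above a set limit, then at least 30% activation at any dose in follow-up; inconclusive = repeats straddling the limit, or above it without dose testing; inactive = fold induction below the set limit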;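 also: activators that raise dye reduction in frataxin-depleted yeast; strong numbers were not always called active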
NS5 inhibitors = Dengue-2 NS5 methyltransferase inhibitors, primary screen, biochemical, confirmation dose response (AID 588689); Dengue-2 NS5 methyltransferase capping enzyme assay, biochemical; higher % means a stronger effect; inhibition, % at 25 µM; hits with a dose series show IC50 in µM; hit rate 0.3% among 340,000; in the data active = a potency from the dose series; inconclusive = inhibition above about 29% without an active follow-up result
KOR beta-arrestin-2 = KOR antagonists, beta-arrestin recruitment, cell-based, luminescence, uHTS (AID 1778); KOR beta-arrestin recruitment, luminescence, antagonist mode; higher % means a stronger effect; inhibition, % at 10 µM; hits with a dose series show IC50 in µM; hit rate 0.091% among 290,000; also: strong numbers were not always called active
West Nile antiviral = West Nile virus antiviral activity, cell-based, CPE readout (AID 1621). one-dose CPE inhibition, % at 10 µM; IC50 in µM for titrated hits. hit rate 0.02% among 290,000. West Nile virus-infected cells, CPE inhibition; higher % means a stronger effect; in the data active = a potency from the dose series; inconclusive = CPE inhibition mostly from about 3.7% at the one dose, without a potency; inactive = the rest, 99 in 100 with CPE inhibition below about 2.2%; also: strong numbers were not always called active
AID2073 = inhibitors of Mint1-CaV2.2 protein interaction, biochemical, HTRF (AID 2073); HTRF protein-protein interaction, Mint1-CaV2.2; higher % means a stronger effect; inhibition, % at 20 µM, or IC50 in µM where a hit was titrated; hit rate 0.19% among 290,000; in the data active = inhibition mostly above about 51%, no sharp cut-off; inconclusive = no clear call, values can overlap the other calls; inactive = mostly below about 53%; also: some results filed as inactive read as strong as hits
NOD1 NF-kB reporter = inhibition of NOD1-driven NF-kB reporter – cell-based, luminescence, uHTS, primary screen (AID 1578); NOD1-driven NF-kB luciferase reporter cells, luminescence; higher % means a stronger effect; hit rate 1% among 290,000; inhibition, % at 4 µM, or EC50 in µM where a hit was titrated; in the data active = inhibition mostly above about 36%, no sharp cut-off; inactive = mostly below about 34%;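 also: HEK-293T reporter cells stimulated with the NOD1 agonist gamma-tri-DAP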
HEK293 NOD2/NF-kB = NOD2 signaling inhibitors, cell-based, luminescence, uHTS, HEK293 (AID 1566); HEK293 NOD2/NF-kB luciferase reporter, luminescence; higher % means a stronger effect; one-dose inhibition, % at 4 µM; EC50 in µM for titrated hits; hit rate 0.63% among 290,000; also: many of its hits are not listed in these tables
NS5 inhibitors pilot replicate = second read-out of NS5 inhibitors, no call of its own (marks repeat the call); inhibition, %; measured here: pilot screen replicate inhibition
Active calls of the source: *; i = inactive; ? = inconclusive; . = not tested or not shown; [ ] = remark or other dose. Rule as the data show it, unless noted: active = inhibition above about 50%; inactive = the rest. These rows are one share of the data; count on the stated rates, not on these rows.

SMILES	HIV fusion peptide	KOR beta-arrestin-1	Yfh1-off respiration	NS5 inhibitors	KOR beta-arrestin-2	West Nile antiviral	AID2073	NOD1 NF-kB reporter	HEK293 NOD2/NF-kB	others
COc1ccc(C(=O)/C=C2\Sc3ccccc3N2C)cc1	0.3%	-10.3%	i	.	-29.7%[20 µM]	0.0%	-9.5%	-41.3%	-158.0%
O=C(CCNc1ccc(F)c(Cl)c1)c1ccco1	-1.9%	-1.5%	i	-0.7%	17.5%	-2.0%	-16.8%	-3.3%	-16.7%
Cc1[nH]nc2cn[nH]c12	7.1%	-8.3%	i	-7.2%	-43.3%	-0.4%	-5.3%	34.9%	20.8%
N#Cc1cc(-c2ccccc2)nc(N2CCNCC2)n1	-0.7%	1.8%	i	-4.6%	6.8%	?	-7.9%	4.8%	20.6%
O=C(CNS(=O)(=O)c1cccc2nonc12)NCc1ccc(F)cc1	-2.3%	0.6%	i	-6.5%	25.4%	-0.1%	-1.4%	-17.3%	-2.6%
CC(Cl)C(=O)NN=C(c1ccccc1)c1ccccc1 (configuration not stated)	0.8%	0.3%	i	-11.1%	-57.2%[20 µM]	-0.2%	-11.5%	-9.4%	3.5%
CCOC(=O)c1sc2ccccc2c1NC(=O)c1coc2ccccc2c1=O	4.0%	-0.2%	i	-2.2%	-11.7%	-0.5%	-0.7%	-7.2%	14.6%
COc1ccc(N(CC(=O)N2CCN(c3cccc(C)c3C)CC2)S(=O)(=O)c2c(C)noc2C)cc1	1.1%	-0.9%	.	-4.4%	18.5%	-0.9%	5.7%	-9.3%	6.3%
FC(F)(F)c1nc(SCc2ccc(Cl)cc2Cl)n[nH]1	4.6%	0.2%	i	-10.9%	36.8%	0.6%	-1.9%	-5.5%	-5.7%
COc1cccc2c(=O)c3ccccc3oc12	-0.9%	-1.6%	i	-4.7%	3.1%	0.1%	25.2%	-39.3%	-10.6%
CC(C)CNC(=O)NC(=O)COc1ncnc2sccc12	-0.4%	1.0%	i	-4.0%	19.7%	0.1%	21.8%	34.7%	4.6%
Cc1c(OC(C)C(=O)NC2CC(C)(C)NC(C)(C)C2)ccc2c3c(c(=O)oc12)CCC3 (configuration not stated)	1.2%	-2.7%	.	-3.6%	-11.3%	2.2%	5.8%	-14.0%	11.2%
O=C(Nc1ccon1)c1cccc(Cl)c1	0.1%	-4.1%	i	-1.6%	16.1%	1.4%	-2.3%	-4.2%	8.3%
Cc1cccc(OCc2nnc(SCC(=O)Nc3ccc(C)c(C)c3)o2)c1	-0.7%	-0.5%	i	-4.0%	17.4%	-0.2%	8.9%	-26.2%	14.8%
CC(C)(C)OC(=O)N1CCC(CC2CC(c3ccc(Cl)cc3)=NO2)(C(=O)NCC2CCCCC2)CC1 (configuration not stated)	-2.5%	-0.8%	.	-9.3%	-13.8%[20 µM]	-1.2%	5.6%	40.0%	-32.9%
COc1cccc(-n2c(Cc3cc(=O)[nH]c(=O)[nH]3)nnc2SCC(=O)N2CCCCCC2)c1	-0.2%	-9.1%	i	-0.7%	21.5%	-0.4%	-11.3%	-17.6%	4.8%
CCCSc1nc2sc3c(c2c(=O)[nH]1)CC(C)CC3 (configuration not stated)	-0.1%	-0.7%	i	-3.1%	-6.8%	-0.8%	0.5%	-47.3%	-13.3%
COC(=O)c1ccc(NC(=O)c2ccccc2N(C)S(C)(=O)=O)cc1	0.9%	0.3%	i	-2.1%	19.1%	0.0%	9.6%	-30.2%	-5.3%
Cc1sc(N)nc1-c1cccs1	4.7%	-1.0%	i	-8.9%	24.7%	-0.5%	18.3%	2.8%	-1.4%
O=C(O)CSc1ccnc2cc(Cl)ccc12	-1.0%	-0.2%	i	6.9%	42.3%	0.1%	27.6%	5.0%	-5.4%
COc1cccc(N2CC(=O)Nc3c(oc4nc(-c5ccccc5)cc(C)c34)C2=O)c1	1.9%	-0.3%	i	-0.8%	25.5%	-0.4%	20.6%	-1.2%	19.1%
Cc1ccccc1COc1cccc(/C=N/NC(=O)c2nnn(-c3nonc3N)c2C)c1	0.7%	20.7%	.	0.9%	i	?	23.3%	-18.2%	11.2%
CC(C)CC(CC(C)C)=NNC(=O)c1ccc(CSc2nncn2C)cc1	-1.2%	-3.2%	i	-3.0%	16.9%	0.3%	-3.2%	-4.4%	1.0%
Nc1nnc(SCC(=O)Nc2ccccc2)s1	1.2%	1.3%	i	-3.8%	8.8%	0.1%	6.2%	-5.3%	-4.3%
CC1(C)Cc2nc3sc4c(=O)n(CC(=O)NCc5ccccc5)cnc4c3cc2CO1	-0.6%	-1.0%	i	2.0%	-58.4%	3.2%	13.2%	-7.9%	-92.9%	NS5 inhibitors pilot replicate=-5.9
CCCCOc1ccccc1C(=O)N(Cc1ccco1)C1CCS(=O)(=O)C1 (configuration not stated)	-1.2%	3.3%	.	-13.4%	-15.9%	-0.6%	2.5%	25.4%	-3.7%
CCC(=O)N/C(=N/c1nc(C)cc(C)n1)Nc1cccc(OC)c1	-2.2%	0.3%	i	2.8%	-27.7%	-0.1%	2.9%	8.6%	1.7%
CNC(=S)N1CCN(c2nc(-c3ccc(F)cc3)cs2)CC1	1.3%	-3.0%	.	.	-12.9%	-0.5%	-9.0%	-46.4%	11.4%
Cc1c(C(=O)NCc2ccc3c(c2)OCO3)sc2nc(-c3ccccc3)cn12	-1.2%	52.5%	i	-2.8%	33.5%	-0.2%	-2.6%	-1.4%	-31.2%
CS(=O)(=O)N1CC(C(=O)NN)Oc2ccc(Cl)cc21 (configuration not stated)	2.2%	2.6%	i	0.0%	-5.2%	0.3%	-2.3%	-22.9%	-3.9%

The last seven compounds of the part above lead into the next:
SMILES	HIV fusion peptide	KOR beta-arrestin-1	Yfh1-off respiration	NS5 inhibitors	KOR beta-arrestin-2	West Nile antiviral	AID2073	NOD1 NF-kB reporter	HEK293 NOD2/NF-kB	others
Nc1nnc(SCC(=O)Nc2ccccc2)s1	1.2%	1.3%	i	-3.8%	8.8%	0.1%	6.2%	-5.3%	-4.3%
CC1(C)Cc2nc3sc4c(=O)n(CC(=O)NCc5ccccc5)cnc4c3cc2CO1	-0.6%	-1.0%	i	2.0%	-58.4%	3.2%	13.2%	-7.9%	-92.9%	NS5 inhibitors pilot replicate=-5.9
CCCCOc1ccccc1C(=O)N(Cc1ccco1)C1CCS(=O)(=O)C1 (configuration not stated)	-1.2%	3.3%	.	-13.4%	-15.9%	-0.6%	2.5%	25.4%	-3.7%
CCC(=O)N/C(=N/c1nc(C)cc(C)n1)Nc1cccc(OC)c1	-2.2%	0.3%	i	2.8%	-27.7%	-0.1%	2.9%	8.6%	1.7%
CNC(=S)N1CCN(c2nc(-c3ccc(F)cc3)cs2)CC1	1.3%	-3.0%	.	.	-12.9%	-0.5%	-9.0%	-46.4%	11.4%
Cc1c(C(=O)NCc2ccc3c(c2)OCO3)sc2nc(-c3ccccc3)cn12	-1.2%	52.5%	i	-2.8%	33.5%	-0.2%	-2.6%	-1.4%	-31.2%
CS(=O)(=O)N1CC(C(=O)NN)Oc2ccc(Cl)cc21 (configuration not stated)	2.2%	2.6%	i	0.0%	-5.2%	0.3%	-2.3%	-22.9%	-3.9%
O=C(Cn1c(=O)oc2ccccc21)Nc1ccccc1Cl	-1.6%	-0.8%	.	11.9%	1.6%[20 µM]	0.2%	3.0%	-15.0%	9.1%
O=C(CSCc1ccc(C(=O)O)cc1)Nc1ccc2ccccc2c1	5.0%	-0.1%	i	0.0%	15.1%	0.7%	7.1%	-17.6%	1.4%
CC1=C(C(=O)N2CCOCC2)C(c2ccccc2F)C2=C(CCCC2=O)N1 (configuration not stated)	-2.1%	-2.8%	i	-1.4%	11.3%	-0.1%	13.6%	6.8%	5.5%
O=C(CSc1nc2ccccc2[nH]1)c1ccc2c(c1)OCO2	-1.8%	-0.4%	i	5.0%	0.8%	-0.2%	1.7%	-29.5%	-30.2%
Cc1cccc(-c2nnn(C/C(N)=N/O)n2)c1	-1.1%	.	i	-1.8%	-32.3%[20 µM]	0.0%	26.2%	-46.2%	-6.0%
CC(=O)NNc1cc(=O)c2c(=O)n(C)c(=O)n(C)c2[nH]1	1.8%	1.6%	.	-1.4%	-4.8%	.	2.3%	11.5%	18.7%
CC(C)c1nc(CNC(=O)C2CCC(=O)N(CCc3ccc(Cl)cc3)C2)no1 (configuration not stated)	1.2%	1.2%	.	3.2%	-4.7%	-0.8%	1.9%	-25.5%	6.3%
Cc1ccc(C(=O)N2CCN(Cc3ccc4c(c3)OCO4)CC2)c(Cl)c1	0.1%	-3.8%	.	.	-45.2%[20 µM]	-1.1%	-2.1%	7.8%	37.8%
CC(=O)Nc1ccc(NC(=O)CSCc2cnn(-c3ccccc3)c2-n2cccc2)cc1	-0.8%	-8.0%	i	0.0%	15.1%	0.4%	-8.6%	12.9%	14.9%
Cc1ccc(NC2SC(=O)N(Cc3cccc(C(=O)O)c3)C2=O)cc1 (configuration not stated)	-2.2%	3.2%	i	6.4%	-3.0%	-0.2%	-7.9%	7.9%	5.7%
COc1ccc(Cn2c(N)c(S(=O)(=O)c3cccs3)c3nc4ccccc4nc32)cc1	0.3%	-2.9%	i	-8.9%	-18.0%	-0.6%	13.2%	-35.1%	0.0%
O=C(CSc1c2c(nc3cc(Cl)ccc13)CCCC2)NCCCN1CCOCC1	2.7%	-4.1%	i	.	5.9%	?	13.4%	-5.4%	2.8%
Cc1cc(C)c(S(=O)(=O)N(CC(=O)NCc2cccnc2)C2CCCCC2)c(C)c1	-2.1%	-1.8%	i	2.9%	-0.9%	-0.5%	-4.7%	19.7%	-2.7%
COc1cc(-c2noc(CCC(=O)NC3CCCCC3)n2)cc(OC)c1OC	1.9%	-1.7%	.	-2.5%	7.5%	0.1%	4.9%	4.3%	-33.7%
O=C(Nc1ccnn1C1CCN(CC(O)CO)CC1)C1CCCC1 (configuration not stated)	-0.6%	1.4%	.	-0.7%	-29.2%	-0.4%	12.5%	-14.6%	8.4%
Cc1cc(C)nc(N2CCC(C(=O)Nc3cccc(C(F)(F)F)c3)CC2)n1	-1.5%	-1.9%	i	-14.2%	7.4%	-0.4%	-1.0%	24.6%	-14.4%
Cc1ccc2c(c1C)OC(=O)CC2c1ccccc1 (configuration not stated)	-0.3%	-5.7%	.	0.0%	-12.5%	0.0%	-2.2%	-35.4%	-8.8%	NS5 inhibitors pilot replicate=-3.0
Cc1cc(C(=O)Nc2cccc(NC(=O)c3ccco3)c2)ccc1[N+](=O)[O-]	0.7%	-0.5%	.	1.3%	1.9%	-0.8%	4.2%	-16.3%	24.0%
